Myeloid diff 2: induction of myeloid progenitor differentiation, primary screen, cell-based, flow cytometry, MLPCN library; calls only at 10 µM; AID 624256, 2012; ER-HoxA9 myeloid progenitors, lysozyme-GFP differentiation; actives 1% (n = 360,000);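 active = normalized GFP-positive differentiation at or above the plate's own cutoff, the solvent-only control mean plus 3 SD; inconclusive = no clear call, values can overlap the other calls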;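 note: cells exposed to compound for four days before flow analysis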
SIAH1 antagonists: Siah-1 peptide-binding antagonists, primary screen, biochemical, fluorescence polarization, rhodamine-plectin, uHTS (AID 1817); Siah-1 / rhodamine-plectin peptide fluorescence polarization; higher % means a stronger effect; displacement, % at 20 µM; hits with a dose series show IC50 in µM; actives 0.02% (n = 290,000);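 active = displacement of at least 50% at 20 µM, with a fluorescence ratio check between 0.3 and a set limit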;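 note: plate controls were Siah plus tracer with DMSO for no effect and tracer alone without Siah for full effect; strong numbers were not always called active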
human PMI inhibition: inhibitors of human PMI, primary screen, biochemical, fluorescence intensity, coupled assay (AID 1209); actives 0.42% (n = 190,000); inhibition, % at 20 µM; hits with a dose series show IC50 in µM; Mannose-6-phosphate isomerase (Homo sapiens); purified PMI enzyme, coupled fluorescence intensity; higher % means a stronger effect;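 note: plate controls were DMSO vehicle for no effect and wells lacking substrate for full effect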
WT yeast gro inh: growth inhibition of WT strain, primary screen, mitochondrial fusion inhibitor project, WT and mutant strains, chemical genetic; mitochondrial fusion phenotypic screen; inhibition, % at 10 µM; actives 2.1% (n = 190,000); in the data active = inhibition above about 58%; tested in S. cerevisiae
human PMI inhibitors: human PMI inhibitors, high substrate, primary screen, biochemical, fluorescence intensity, high mannose 6-phosphate (AID 1220). Mannose-6-phosphate isomerase (Homo sapiens). recombinant PMI enzyme, coupled fluorescence intensity; higher % means a stronger effect. inhibition, % at 20 µM; hits with a dose series show IC50 in µM. actives 0.66% (n = 190,000)
RSV antiviral HEp-2: RSV antiviral activity via CPE protection, HEp-2 cells, primary 10 µM value included (AID 2391); HEp-2 cells, RSV-induced CPE inhibition; higher % means a stronger effect; actives 0.13% (n = 310,000); CPE inhibition, % at 10 µM, or IC50 in µM where a hit was titrated; in the data active = a potency from the dose series; inconclusive = CPE inhibition mostly from about 23% at the one dose, without a potency; inactive = the rest, 99 in 100 with CPE inhibition below about 21%; note: strong numbers were not always called active
Salmonella PhoP GFP: inhibitors of PhoP regulon expression, primary screen, Salmonella Typhimurium, GFP reporter (AID 1863); inhibition, % at 50 µM, or IC50 in µM where a hit was titrated; S. Typhimurium PhoP-regulated promoter GFP reporter, 4 h; higher % means a stronger effect; actives 0.16% (n = 300,000);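 active = inhibition over 29.93%, a cutoff 3 SD above the screen mean, later confirmed by dose response; inconclusive = inhibition over 29.93% but no dose response follow-up; inactive = inhibition at most 29.93% or unconfirmed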;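 note: 0% = low Mg2+ inducing control and 100% = high Mg2+ repressing control; strong numbers were not always called active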
XIAP antagonists: XIAP antagonists, biochemical, IAP family, fluorescence polarization (AID 1018). XIAP BIR domain, fluorescence polarization peptide displacement; higher % means a stronger effect. actives 0.007% (n = 200,000). E3 ubiquitin-protein ligase XIAP (Homo sapiens). one-dose displacement, % at 20 µM; IC50 in µM for titrated hits; in the data active = displacement above about 50%; note: a part of the inactive calls stands beside numbers as strong as those of hits
TNAP activators: human TNAP enzyme activators, primary screen, biochemical, luminescent, no phosphate acceptor, uHTS (AID 1001). Alkaline phosphatase, tissue-nonspecific isozyme (Homo sapiens). purified TNAP, luminescent activation assay, no phosphate acceptor; higher activation fold means a stronger effect. one-dose activation fold at 20 µM; EC50 in µM for titrated hits. actives 0.03% (n = 200,000); in the data active = activation fold from about 3, or a potency from the dose series; inactive = the rest, 99 in 100 with activation fold below about 1.6; note: many of its hits are not listed in these tables
WT yeast gro inh mutant strain: recorded beside WT yeast gro inh, whose call it bears; inhibition, %; mitochondrial fusion phenotypic screen, mutant strain inhibition
Myeloid diff 2 GFP+ MAC1+ %: recorded beside Myeloid diff 2, whose call it bears; GFP+ MAC1+ double positive, %; measured here: differentiation confirmed by MAC1 staining
* hit, by the source's call; i = inactive; ? = inconclusive; . = no result given; + = active, no number; & = joins results of further samples. Cut-off read from the data, not from the text of the source, unless noted: active = inhibition above about 50%; inactive = the rest. This is a subset (hit frequency here may not be typical).

SMILES	Myeloid diff 2	Myeloid diff 2 GFP+ MAC1+ %	SIAH1 antagonists	human PMI inhibition	WT yeast gro inh	WT yeast gro inh mutant strain	human PMI inhibitors	RSV antiviral HEp-2	Salmonella PhoP GFP	XIAP antagonists	TNAP activators
C=CCn1c(O)c(/C=C2/C=c3ccccc3=N2)c(=O)[nH]c1=S	i	0.9	-5%	.	.	.	.	0.8%	2%	.	.
N=C1c2ccccc2CN1NC(=O)c1ccc(F)cc1	i	2.9	3%	10%	2	5	5%	1.1%	2%	-4.4%	1.1
COC(=O)[C@@H]1C[C@H]1[C@@H](NP(=O)(c1ccccc1)c1ccccc1)c1ccccc1	i	1.3	3%	-8%	0	-3	6%	-2.3%	-2%	-5.9%	1
Cc1c(N=Cc2c(O)n(Cc3ccc(F)cc3)c(=O)[nH]c2=O)c(=O)n(-c2ccccc2)n1C	i	1.9	3%	1%	-5	-5	-1%	1.6%	-1%	-3.6%	0.9
Cc1nc2sccc2c(=O)n1-c1ccccc1Cl	i	1.3	-2%	2%	-4	-4	-18%	2.0%	-9%	-1.7%	1
Cc1cc(N2CCNCC2)nc2ccccc12	i	0.4	6%	.	.	.	.	-1.6%	-3%	.	.
CC1CCc2cc(F)cc3c(=O)c(C(=O)O)cn1c23 (stereo unspecified)	i	0.6	2%	15%	0	-12	11%	2.4%	5.9µM*	-7.1%	1
CCOP(=O)(OCC)/C(C#N)=C/c1ccc(Br)cc1	i	0.5	0%	.	.	.	.	2.5%	7%	.	.
Cc1cc(N2C(=O)C3CCCN3C2c2cccc(Cl)c2)no1 (stereo unspecified)	i	1.9	12%	6%	5	13	2%	-0.9%	13%	0.7%	1.1
Cc1ccc(-c2nc3ccccc3c(=O)n2-c2ccc(Br)cn2)cc1	i	0.6	2%	1%	10	28	2%	1.8%	-6%	-6.2%	2.1
COc1ccccc1N=C1SCCCN1C	i	6.0	0%	-22%	2	18	-26%	0.2%	1%	-3.4%	1.1
Cc1cc(C)nc(-n2c(C)nc3cc(Cl)ccc3c2=O)c1	i	1.0	2%	14%	-5	-39	6%	-1.0%	-5%	-1.6%	1
COc1ccc2c(c1)c(C(=O)CN1CCN(C)CC1)c(C)n2Cc1ccccc1	i	0.1	-2%	-7%	-13	4	1%	0.8%	-7%	0.9%	1.1
CCN1CCN(S(=O)(=O)c2cnc(Cl)c(Br)c2)CC1	i	0.3	2%	-4%	-45	-22	-19%	0.6%	5%	-1.8%	1.1
CCSc1cc(C2C(C#N)=C(N)Oc3n[nH]c(C)c32)c(C)o1 (stereo unspecified)	i	1.3	0%	18%	3	23	-1%	3.9%	-6%	-5.6%	1.1
CC(=O)N1CCN(Cc2ccc(Cl)nc2)CC1	i	0.2	-7%	.	.	.	.	1.0%	-2%	.	.
COc1ccccc1CN1CCCC(C(=O)c2ccccc2SC)C1 (stereo unspecified)	i	0.0	-1%	20%	13	3	15%	7.5%	14%	-6.6%	1.1
CN(C)CCc1nc2ccccc2c(=O)n1-c1ccccc1	.	.	-3%	5%	4	9	4%	1.0%	-4%	0.5%	1.2
Cc1ccc(CC(=O)N2CCN(Cc3ccccc3)CC2)cc1	i	0.0	0%	0%	-2	5	2%	0.1%	-3%	-1.6%	1
COc1ccc(CCC(=O)N2CCC3(CC2)OCCO3)cc1	i	1.1	5%	0%	11	3	-6%	-0.5%	39%	0.4%	1.1
CCOC(=O)C1=C(C)OC(N)=C(C#N)C12C(=O)Nc1ccc(C)cc12 (stereo unspecified)	i	1.5	-1%	-6%	.	.	-2%	-0.3%	5%	-5.4%	1
c1ccc2c(CN3CCOCC3)c[nH]c2c1	i	0.5	10%	.	.	.	.	1.4%	-2%	.	.
O=[N+]([O-])c1ccc(N2CCNCC2)cc1N1CCCCCC1	i	0.3	-7%	5%	-2	5	19%	-3.7%	-12%	-4.2%	0.9
Cc1ccc2cc(C=C(C#N)C#N)c(Cl)nc2c1	?	.	7%	31%	7	18	57%*	21%	-3%	-3.1%	1.1
CCOP(=O)(OCC)C(NC(=O)c1cccc(C)c1)C(Cl)(Cl)Cl (stereo unspecified)	i	0.8	-1%	.	.	.	.	0.5%	-10%	.	.

Four entries out of the list, ordered by length of the SMILES, high to low.
SMILES	Myeloid diff 2	Myeloid diff 2 GFP+ MAC1+ %	SIAH1 antagonists	human PMI inhibition	WT yeast gro inh	WT yeast gro inh mutant strain	human PMI inhibitors	RSV antiviral HEp-2	Salmonella PhoP GFP	XIAP antagonists	TNAP activators
CCOC(=O)C1=C(C)OC(N)=C(C#N)C12C(=O)Nc1ccc(C)cc12 (stereo unspecified)	i	1.5	-1%	-6%	.	.	-2%	-0.3%	5%	-5.4%	1
CCSc1cc(C2C(C#N)=C(N)Oc3n[nH]c(C)c32)c(C)o1 (stereo unspecified)	i	1.3	0%	18%	3	23	-1%	3.9%	-6%	-5.6%	1.1
c1ccc2c(CN3CCOCC3)c[nH]c2c1	i	0.5	10%	.	.	.	.	1.4%	-2%	.	.
COc1ccccc1N=C1SCCCN1C	i	6.0	0%	-22%	2	18	-26%	0.2%	1%	-3.4%	1.1

The listing picks up, repeating the three entries before the break.
SMILES	Myeloid diff 2	Myeloid diff 2 GFP+ MAC1+ %	SIAH1 antagonists	human PMI inhibition	WT yeast gro inh	WT yeast gro inh mutant strain	human PMI inhibitors	RSV antiviral HEp-2	Salmonella PhoP GFP	XIAP antagonists	TNAP activators
O=[N+]([O-])c1ccc(N2CCNCC2)cc1N1CCCCCC1	i	0.3	-7%	5%	-2	5	19%	-3.7%	-12%	-4.2%	0.9
Cc1ccc2cc(C=C(C#N)C#N)c(Cl)nc2c1	?	.	7%	31%	7	18	57%*	21%	-3%	-3.1%	1.1
CCOP(=O)(OCC)C(NC(=O)c1cccc(C)c1)C(Cl)(Cl)Cl (stereo unspecified)	i	0.8	-1%	.	.	.	.	0.5%	-10%	.	.
CN(C)CCNC(=O)c1cccn(Cc2cc(C(F)(F)F)cc(C(F)(F)F)c2)c1=O	.	.	5%	6%	7	7	20%	-1.8%	-12%	-4.1%	1
COC(=O)CN1C(=O)CN=C(c2ccccc2Cl)c2cc(Br)ccc21	i	1.0	4%	.	.	.	.	1.6%	28%	.	.
O=c1[nH]c(=S)[nH]c(O)c1/C=C1/C=c2ccccc2=N1	+	1.2*	7%	.	.	.	.	4.0%	6%	.	.
O=C(NCCCN1CCOCC1)C(Cl)(Cl)Cl	i	0.7	6%	-12%	-5	-13	-8%	2.6%	-4%	-13%	1.1
Nc1cc(C(=O)Nc2ccc(Cl)cc2)ccc1N1CC2CC(C1)c1cccc(=O)n1C2 (stereo unspecified)	i	0.7	0%	.	.	.	.	?	-4%	.	.
Nc1ccccc1C(=O)OC1CSC1	i	10	-1%	7%	14	6	4%	1.4%	-9%	4.1%	1.1
CC1(C)COC(Nc2cccc(Cl)c2)=N1	i	0.6	2%	7%	-1	3	6%	1.8%	10%	-3.7%	1
O=C1NC(=S)N(C2CC2)C(=O)/C1=C/c1ccc2c(c1)CCN2CCCCl	i	0.7	26%	-29%	7	7	-35%	-1.5%	24%	-8.4%	0.6
CC(=O)Nc1ccc(S(=O)(=O)NC(CC(=O)N2CCC3(CC2)OCCO3)C(C)C)cc1 (stereo unspecified)	i	0.3	0%	1%	18	19	0%	-0.7%	-2%	-4.4%	1.1
C=CCN1C(=O)NC(=O)/C(=C/c2ccoc2)C1=O	i	0.7	6%	-61%	-6	-19	-116%	2.5%	-31%	-6.5%	1
CN(C)CCc1nn[nH]n1	i	6.5	10%	0%	10	4	6%	1.4%	-7%	-2.9%	1.1
CCOC(=O)C1SC2(C(F)(F)C(F)F)CC1(O)c1c(c(OC)c3occc3c1OC)O2 (stereo unspecified)	i	3.1	3%	15%	11	11	9%	2.3%	-2%	-1.9%	1.2
COC(=O)c1cccc(N=Cc2c(O)n(Cc3ccc(F)cc3)c(=O)[nH]c2=O)c1	i	0.3	1%	.	.	.	.	1.1%	-2%	.	.
O=S1(=O)CC2(N3CCOCC3)CCCCC21 (stereo unspecified)	i	0.7	3%	-1%	-8	2	2%	1.4%	-6%	-4.7%	1
CC(C)(C)NCC(O)c1cc(Cl)c(N)c(Cl)c1 (stereo unspecified)	i	2.9	6%	1%	0	-1	4%	-1.0%	2%&6%	-4.8%	1.1
Cc1ncc(CN2CCCC(C(=O)c3sccc3C)C2)s1 (stereo unspecified)	i	0.2	-5%	8%	2	-2	1%	1.7%	12%	-2.2%	1.1
Cc1cccc(N2CCc3c2nc2ccccc2c3N)c1	i	1.0&4.7	1%&-3%	6%&3%	-2&12	-2&6	4%&-3%	10%&6.0%	35%&10%	0.4%&-7.6%	1.1&1
CNC(=S)N(C)CCc1cc2c(c(OC)c1/C=C1/C(=O)NC(=O)N(C)C1=O)OCO2	i	0.4	12%	.	.	.	.	1.7%	-21%	.	.
CC1CCCC(C)N1/N=C/c1c[nH]c2ccc(Br)cc12 (stereo unspecified)	i	1.5	-3%	20%	90	91	12%	9.9%	95µM*	-5.3%	1.1
O=C(NC(=S)N1C[C@H]2C[C@H](C1)c1cccc(=O)n1C2)c1ccc(Cl)cc1Cl	i	1.3	11%	.	.	.	.	-0.3%	2%	.	.
Cc1ccnc(NS(=O)(=O)c2ccc(N=Cc3c(O)n(C)c(=O)n(C)c3=O)cc2)n1	i	0.2	3%	-39%	1	-10	-17%	-1.6%	3%	-7.4%	1
C/C(Cl)=C/CC1(CN2CCCC2=O)C(=O)NC(=O)NC1=O	i	0.4	-6%	-9%	7	16	-3%	-0.4%	1%	-9.7%	1
O=c1[nH]c(=O)n(CCC2=CCCCC2)c(O)c1/C=N/Nc1cccc2ccccc12	i	2.2	-3%	.	.	.	.	-1.3%	-4%	.	.
Cc1ccc(-n2c(C)cc(/C=C3\C(=O)NC(=O)N(C)C3=O)c2C)cc1C	i	0.5	2%	-20%	-12	19	-3%	3.8%	-9%	-6.2%	1
CCN(CC)P(=O)(NC(=O)c1cccn1C)N(CC)CC	i	0.6	0%	-16%	-8	10	-5%	3.8%	2%	-6.3%	1
CCCCCCn1c(=O)c(C(=O)Nc2cnccn2)c(O)c2ccccc21	.	.	-4%	3%	11	12	2%	-4.6%	-8%	-0.9%	1
O=C(COc1ccccc1)c1cn(Cc2ccccc2)c2ccccc12	+	1.4*	13%	15%	-2	1	7%	9.6%	-7%	-4.4%	0.9

Screening data from PubChem.
